MsrA act: bovine MsrA enzyme activators, primary screen, biochemical, absorbance, HTS; Methionine sulfoxide reductase A (Bos taurus); purified bovine MsrA, absorbance read-out; activation, % at 10.6 µM; 360,000 tested, 0.3% active; AID 602163, 2012; in the data active means activation above about 7.5%;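 further: 0% = vehicle and 100% = reference activator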
CSN inh: inhibitors of CSN-mediated cullin deneddylation, primary screen, biochemical, fluorescence polarization, uHTS | COP9 signalosome complex subunit 5 (Homo sapiens), Q92905 | Purified CSN, SCF-Nedd8-OG deneddylation | inhibition, % at 12.5 µM | AID 651999, 2013 | 360,000 tested, 0.38% active;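 active means pattern-corrected inhibition above about 35%, with an unprinted fluorescence ratio check between 0.5 and 1.5, limit read from the data, passing the limit was not always enough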;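 further: 0% = enzyme with substrate and 100% = substrate without enzyme; some results filed as inactive read as strong as hits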
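Detection – fluorescence polarization · System – HEK293T-derived human Csn5 enzyme · Controls – substrate-only high control, full reaction low control · Timing – 90 min, room temperature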
FAS-TE inh: FAS thioesterase domain inhibitors, primary screen, biochemical, fluorescence intensity, uHTS; Fatty acid synthase (Homo sapiens), P49327; recombinant FAS-TE, OMFH fluorogenic substrate, fluorescence endpoint; inhibition, % at 15 µM; 360,000 tested, 0.67% active;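 active means compounds whose normalised, plate-corrected inhibition of enzyme fluorescence in the single-dose primary screen is 50% or more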;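 further: 0% = DMSO with enzyme and 100% = substrate without enzyme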
Target sequence (P49327 whole entry, looked up, the tested form may be a part): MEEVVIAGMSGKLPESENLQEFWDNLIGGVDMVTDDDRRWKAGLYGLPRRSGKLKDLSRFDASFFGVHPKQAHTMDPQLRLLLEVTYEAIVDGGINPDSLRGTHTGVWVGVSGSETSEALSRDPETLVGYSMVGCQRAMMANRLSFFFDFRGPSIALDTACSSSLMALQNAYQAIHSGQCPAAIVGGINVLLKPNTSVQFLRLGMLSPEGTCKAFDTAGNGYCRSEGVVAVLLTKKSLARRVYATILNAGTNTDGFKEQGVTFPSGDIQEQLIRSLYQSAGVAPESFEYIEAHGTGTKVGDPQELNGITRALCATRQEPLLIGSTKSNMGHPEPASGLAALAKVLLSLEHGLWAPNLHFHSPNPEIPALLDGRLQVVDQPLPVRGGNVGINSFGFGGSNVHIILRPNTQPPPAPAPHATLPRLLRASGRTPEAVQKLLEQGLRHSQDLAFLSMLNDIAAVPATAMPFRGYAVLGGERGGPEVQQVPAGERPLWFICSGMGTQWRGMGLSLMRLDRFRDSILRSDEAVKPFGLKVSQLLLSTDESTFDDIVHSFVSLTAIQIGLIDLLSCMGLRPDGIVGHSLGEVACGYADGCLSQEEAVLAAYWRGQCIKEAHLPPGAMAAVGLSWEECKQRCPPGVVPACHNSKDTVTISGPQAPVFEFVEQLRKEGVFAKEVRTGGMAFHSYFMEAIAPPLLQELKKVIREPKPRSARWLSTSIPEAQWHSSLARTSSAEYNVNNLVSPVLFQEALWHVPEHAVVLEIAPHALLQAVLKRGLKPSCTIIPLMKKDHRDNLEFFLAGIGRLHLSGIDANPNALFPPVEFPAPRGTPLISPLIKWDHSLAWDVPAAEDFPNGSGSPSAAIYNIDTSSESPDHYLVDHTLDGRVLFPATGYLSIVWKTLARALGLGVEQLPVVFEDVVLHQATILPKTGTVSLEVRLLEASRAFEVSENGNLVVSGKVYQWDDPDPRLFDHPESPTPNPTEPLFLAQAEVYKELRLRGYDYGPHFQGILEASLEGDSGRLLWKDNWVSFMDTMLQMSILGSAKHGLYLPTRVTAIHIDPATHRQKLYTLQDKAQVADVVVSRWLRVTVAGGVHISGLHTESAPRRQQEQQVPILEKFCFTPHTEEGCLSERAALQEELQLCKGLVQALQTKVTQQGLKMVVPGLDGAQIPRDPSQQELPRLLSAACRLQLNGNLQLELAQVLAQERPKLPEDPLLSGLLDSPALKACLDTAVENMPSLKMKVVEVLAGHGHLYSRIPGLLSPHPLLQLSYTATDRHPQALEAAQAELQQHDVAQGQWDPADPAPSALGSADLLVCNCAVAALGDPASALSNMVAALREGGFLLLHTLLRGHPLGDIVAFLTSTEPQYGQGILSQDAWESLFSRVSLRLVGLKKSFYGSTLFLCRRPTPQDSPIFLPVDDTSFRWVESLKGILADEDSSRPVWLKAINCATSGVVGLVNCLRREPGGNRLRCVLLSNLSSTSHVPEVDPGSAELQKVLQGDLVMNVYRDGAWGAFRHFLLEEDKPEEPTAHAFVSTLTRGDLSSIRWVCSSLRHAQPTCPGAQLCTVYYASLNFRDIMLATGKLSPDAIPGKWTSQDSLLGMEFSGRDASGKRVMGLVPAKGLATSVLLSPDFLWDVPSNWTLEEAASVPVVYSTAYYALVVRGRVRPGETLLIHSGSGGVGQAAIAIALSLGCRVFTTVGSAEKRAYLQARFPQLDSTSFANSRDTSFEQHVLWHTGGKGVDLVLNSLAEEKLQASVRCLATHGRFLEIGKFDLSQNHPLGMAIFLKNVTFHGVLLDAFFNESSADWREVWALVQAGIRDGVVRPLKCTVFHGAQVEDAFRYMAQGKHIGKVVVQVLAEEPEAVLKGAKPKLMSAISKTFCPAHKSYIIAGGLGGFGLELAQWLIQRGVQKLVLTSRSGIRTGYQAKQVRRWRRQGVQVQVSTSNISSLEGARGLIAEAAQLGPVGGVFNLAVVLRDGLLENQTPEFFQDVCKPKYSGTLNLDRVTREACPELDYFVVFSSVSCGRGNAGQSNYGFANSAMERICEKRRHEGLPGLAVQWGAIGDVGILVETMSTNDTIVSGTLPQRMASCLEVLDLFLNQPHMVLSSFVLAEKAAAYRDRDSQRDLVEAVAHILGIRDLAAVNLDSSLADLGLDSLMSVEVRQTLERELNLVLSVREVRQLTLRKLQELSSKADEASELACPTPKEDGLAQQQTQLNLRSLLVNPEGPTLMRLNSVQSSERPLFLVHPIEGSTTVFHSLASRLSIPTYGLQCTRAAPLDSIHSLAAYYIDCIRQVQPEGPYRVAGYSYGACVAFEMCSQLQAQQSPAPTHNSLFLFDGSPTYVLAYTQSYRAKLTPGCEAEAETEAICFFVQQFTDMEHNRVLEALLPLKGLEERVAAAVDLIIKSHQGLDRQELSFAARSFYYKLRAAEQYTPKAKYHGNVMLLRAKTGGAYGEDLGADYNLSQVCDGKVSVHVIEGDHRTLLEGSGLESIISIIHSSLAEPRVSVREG
Rin1-Abl PPI inh: inhibitors of Rin1-Abl protein binding, primary screen, biochemical, TR-FRET | 360,000 tested, 0.4% active | Tyrosine-protein kinase ABL1 (Homo sapiens) + Ras and Rab interactor 1 (Homo sapiens), … | inhibition, % at 7.35 µM | AID 588664, 2011; in the data active means inhibition above about 5%, passing the limit was not always enough
PABP1 MLLE inh: inhibitors of PABP1 MLLE–PAM2 peptide binding, primary screen, biochemical, fluorescence polarization, FITC-PAM2, GST-MLLE. 360,000 tested, 0.36% active. inhibition, % at 20 µM; in the data active means inhibition above about 35%, passing the limit was not always enough;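 further: plate controls were DMSO wells with GST-MLLE for no effect and wells lacking GST-MLLE protein for full effect; some results filed as inactive read as strong as hits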
E coli Lon inh: inhibitors of E. coli Lon protease, primary screen, biochemical, fluorescence polarization. P0A9M0. purified E. coli Lon protease. inhibition, % at 7.94 µM. 360,000 tested, 0.42% active; in the data active means inhibition above about 13%, passing the limit was not always enough;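 further: 0% = enzyme with probe and DMSO and 100% = no enzyme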
MsrA inh: bovine MsrA enzyme inhibitors, primary screen, biochemical, absorbance, HTS. Methionine sulfoxide reductase A (Bos taurus). purified bovine MsrA, absorbance read-out. inhibition, % at 15.5 µM. 360,000 tested, 0.75% active; in the data active means inhibition above about 4.5%;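 further: 0% = vehicle wells with enzyme and 100% = reference inhibitor wells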
Rpn11 inh: Rpn11 (PSMD14) deubiquitinase inhibitors, primary screen, biochemical, fluorescence polarization, uHTS; 26S proteasome non-ATPase regulatory subunit 14 (Homo sapiens), O00487; human 26S proteasome, Ub4-pepOG fluorescence polarization; 20S core pre-blocked with epoxomicin; calls only at 20 µM; 360,000 tested, 0.59% active;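 active means inhibition at 20 µM, scaled to each plate's controls, above about 33%, limit read from the data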
MT1-MMP act inh: blockers of MT1-MMP proenzyme processing, primary screen, HT1080 RFP-PRO-GFP cells, GFP/RFP fluorescence | GFP/RFP ratio fluorescence, overnight; percent of plate control window, DMSO zero | GFP/RFP ratio change, % at 20 µM | 360,000 tested, 0.061% active;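 active means GFP/RFP ratio change of at least 30% with cell ATP level not reduced by more than half and red fluorescence within 50% of control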; further: strong numbers were not always called active
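Compound: 20 µM single dose, 1% DMSO / System: HT1080 RFP-PRO-GFP cells / Controls: DMSO and RFP-L50D-GFP cell wells / Read-out basis: GFP/RFP fluorescence ratio / Schedule: overnight compound exposure at 37 °C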
* hit, by the source's call; i = inactive; · = not tested or not shown.

Results follow in this order: MsrA act	CSN inh	FAS-TE inh	Rin1-Abl PPI inh	PABP1 MLLE inh	E coli Lon inh	MsrA inh	Rpn11 inh	MT1-MMP act inh
- O=C(Cc1c(F)cccc1Cl)Nc1cccc(S(=O)(=O)NC2=NCCCCC2)c1
 : -7	6	-1	0	4	-2	-0.1	i	-1
- COC(=O)Cn1ncc(N2CC(C)OC(C)C2)c(Cl)c1=O (stereo not given)
 : -2	6	-4	-1	-5	-6	0.9	i	6
- COc1ccc(C2=NN(C(=O)C(O)c3ccccc3)C(O)(C(F)(F)F)C2)cc1 (stereo not given)
 : 1	-6	2	-3	10	2	0.8	i	0
- O=c1[nH]c(N2CCOCC2)nc2ccccc12
 : -1	-3	-3	0	19	-9	-0.3	i	2
- COc1ccc(/C=C/C(=O)OCC(=O)Nc2ccc(Cl)cc2F)cc1S(=O)(=O)N1CCOCC1
 : -2	1	1	-2	-16	-1	1.3	i	0
- Cc1noc2ncnc(Oc3ccc(C(C)(C)C)cc3)c12
 : -3	-3	-1	0	5	-2	2.5	i	-1
- Cn1c(CNC(=O)c2ccc3c(c2)OCO3)nnc1SCC(=O)Nc1ccc(F)cc1
 : -1	0	-3	1	-8	-16	-0.2	i	0
- Cc1ccccc1N1CC(C(=O)Nc2ccc(S(=O)(=O)N3CCCCC3)cc2)CC1=O (stereo not given)
 : -1	-1	4	7.7*	-7	0	2.5	i	-3
- O=C(NC1CCCCC1)c1cc2nc(-c3ccco3)cc(C(F)(F)F)n2n1
 : 0	-5	5	-3	2	3	·	i	0
- Cn1c(C(=O)NCc2cccnc2)cc2sccc21
 : -2	3	-3	-1	4	10	0.6	i	3
- O=C(N/N=C/c1ccc[nH]1)c1ccccc1OCc1ccc(F)cc1
 : -3	11	8	-1	-3	-15	1.5	i	-1
- Cc1ccc(S(=O)(=O)CCSc2ccc(C(F)(F)F)cn2)cc1
 : -1	1	26	0	-4	3	1.6	i	1
- Cc1cc(C)c2c(-n3cccc3)c(C(=O)NNS(=O)(=O)c3ccc(Br)cc3)sc2n1
 : 8.5*	9	23	4	6	-20	1.3	i	-1
- O=C1CC(C(=O)Nc2nccs2)C(c2ccccc2)O1 (stereo not given)
 : -14	0	-5	-2	-2	7	0.2	i	-2
- COc1ccccc1C(=O)Nc1ccccc1C(=O)NC1CCCCC1
 : -9	-1	7	1	8	-1	0.6	i	0
- N#Cc1ccc(OCC(=O)NCC2COc3ccccc3O2)cc1 (stereo not given)
 : -4	1	0	1	-5	-6	-0.2	i	-3
- CCOC(=O)c1sc(NC(=O)CN2CC(C)OC(C)C2)nc1C (stereo not given)
 : -2	4	-6	-3	-13	-5	0.0	i	-1
- CC(NCC(=O)NC(=O)NCCC1=CCCCC1)c1ccc(S(N)(=O)=O)cc1 (stereo not given)
 : -7	3	-3	3	15	-16	1.3	i	3
- CCc1nc2c(OCc3ccc(C(=O)N(C)C)cc3)cccn2c1N(C)C(=O)c1ccc(C)cc1
 : -2	4	-7	2	-3	-9	1.1	i	3
- O=C(NCc1ccco1)c1ccc(=O)[nH]n1
 : -1	8	-10	-1	-3	-8	0.9	i	-4
- COc1ccc(OC(=O)Cc2cccc3ccccc23)cc1
 : -2	2	27	-3	19	0	0.8	i	-1
- O=C(CN(CC(=O)N1CCOCC1)S(=O)(=O)c1ccc(Br)s1)N1CCOCC1
 : -14	-3	-7	1	30	0	-0.7	i	1
- CCc1ccccc1NC(=O)NCc1ccc2c(c1)OCO2
 : -3	3	2	-3	-4	13	1.0	i	-3
- CC(=O)Nc1ccc2c(c1)nc(C)n2Cc1ccccc1
 : 2	2	-2	0	-5	-12	-0.5	i	4
- COCCNC(=S)N1CCc2cc(OC)c(OC)cc2C1c1cccs1 (stereo not given)
 : -3	6	1	1	-112	-3	-0.5	i	2
- Cc1ccc2nc(C3CCN(CC(=O)Nc4ccc5c(c4)OCCO5)CC3)[nH]c2c1
 : -4	5	-3	-2	-14	-5	-0.7	i	-5
- COc1ccc(S(=O)(=O)N2CCCCCC2)cc1NC(=O)CN(C)Cc1ccc2c(c1)OCO2
 : -10	0	32	-1	-14	11	0.0	i	-7
- Cc1cc(NC(=O)CS(=O)(=O)c2cn(Cc3cccc(C(F)(F)F)c3)c3ccccc23)no1
 : 1	31	14	-1	3	2	-0.3	i	-5
- CCS(=O)(=O)CCSc1nc2ccccc2o1
 : -2	-1	-7	0	8	3	6.1*	i	8
- COc1ccc(CNc2nc3ccccc3n2C)c(OC)c1
 : -1	1	1	-1	11	3	-0.4	i	2
- Cc1ccc(N2/C(=N/c3nc(C)cc(C)n3)NC(=O)CC2C(=O)O)cc1 (stereo not given)
 : 5	-2	-9	-1	-3	-2	-1.9	i	6
- O=c1c2[nH]c3ccccc3c2ncn1Cc1ccco1
 : 1	-3	-6	0	-6	-4	0.2	i	2
- CC(=O)CC(=O)Nc1ccc2ccccc2c1
 : 0	5	-3	-1	-6	-7	0.5	i	-3
- COc1ccc(-n2c(SCC(=O)Nc3nccs3)nc3sc4c(c3c2=O)CCN(C)C4)cc1
 : -2	0	-1	-3	-7	2	2.2	i	2
- CC1(C(=O)OCC(=O)NCc2ccc(Cl)cc2)CC1(Cl)Cl (stereo not given)
 : -3	-4	6	-3	-4	8	0.2	i	0
- Cc1cc(NC(=O)/C=C/c2cccc(F)c2)n(-c2nc3ccccc3[nH]2)n1
 : -3	-3	0	1	24	-9	-0.6	i	2
- O=C(CSc1nc2ccc(Nc3nc(N4CCCC4)nc(N4CCCC4)n3)cc2s1)NCc1ccco1
 : 0	1	24	1	-30	-1	1.3	i	7
- C/C(=N/NC(=O)CNC(=O)COc1ccccc1)c1ccco1
 : -1	2	-4	2	-4	2	0.4	i	3
- Cc1ccc(OCC(O)CN2CCOCC2)cc1 (stereo not given)
 : -2	2	-9	2	5	-12	-0.2	i	-2
- O=C(OCC#CCSc1nnc(-c2ccccc2)o1)c1ccco1
 : -3	-1	8	-2	-36	8	-1.0	i	4
- Cc1cc(C)c([C@@H]2C[C@H]3CN(C4CCCC4)C(=O)[C@]34CCCN24)c(-n2cccn2)c1
 : -10	1	-11	-3	19	12	0.5	i	-9
- O=C(CN1C(=O)c2cccc3cccc1c23)NCc1ccc2c(c1)OCO2
 : -4	0	1	-3	4	-8	2.4	i	-5
- COC(=O)C1=C(C)NC(=O)C1(Nc1nccs1)C(F)(F)F (stereo not given)
 : 1	-4	-5	2	3	-3	-0.3	i	0
- CCOC(=O)C(Cc1ccccc1)NC(=O)Cn1nnc(-c2ccccc2)n1 (stereo not given)
 : 2	-4	5	-4	-26	3	0.5	i	11
- C=CCn1c(CSCc2ccc(Cl)cc2)nnc1SCC(=O)NCc1ccccc1
 : 1	-3	2	1	-29	1	-0.5	i	2
- O=C(COc1ccc(F)cc1)N(Cc1ccco1)C1CCS(=O)(=O)C1 (stereo not given)
 : -8	0	-6	4	-11	-7	1.3	i	-1
- COc1ccc(S(=O)(=O)N2CCCCCC2)cc1C(=O)N(C)CCOc1ccc(Cl)cc1
 : -1	-1	37	-1	1	-13	-1.5	i	2
- CCCN1CCC(=O)N(CCOc2ccccc2)CC1
 : -4	-7	-9	-1	1	-6	-0.9	i	3
- CCOC(=O)c1ccc(NC(=O)c2nn(CC)cc2Br)cc1
 : -2	-3	8	-2	-7	4	-1.4	i	1
- Cc1onc(NC(=O)NC(=O)c2ccccc2F)c1Br
 : 2	-2	-3	-4	-9	-9	0.6	i	-2

Next part
Results follow in this order: MsrA act	CSN inh	FAS-TE inh	Rin1-Abl PPI inh	PABP1 MLLE inh	E coli Lon inh	MsrA inh	Rpn11 inh	MT1-MMP act inh
- COc1ccc(S(=O)(=O)NCC2CCCO2)cc1NC(=O)c1ccccc1F (stereo not given)
 : 1	2	-3	3	1	-13	0.5	i	2
- CC1c2ccsc2CCN1S(=O)(=O)c1cccs1 (stereo not given)
 : -2	1	6	2	-9	2	0.8	i	4
- CCN(CC)C(=O)c1ccc(NS(=O)(=O)c2ccccc2)cc1
 : -2	0	-4	2	-15	0	0.3	i	15
- COc1ccc(C(C(=O)NC2CCCCC2)N(C(=O)c2sc(C)nc2C)c2ccc(C(C)=O)cc2)cc1 (stereo not given)
 : -1	0	47	-1	0	-7	0.0	i	0
- O=C(Cc1ccc(Cl)cc1)NNC(=O)c1cnccn1
 : 1	0	-9	4	-4	-4	0.0	i	-1
- Cc1ccc(S(=O)(=O)N2CCC(=O)N(C(COCc3ccc(Cl)cc3Cl)Cc3ccccc3)CC2)cc1 (stereo not given)
 : -4	-1	32	2	3	-1	1.3	i	-6
- O=C(CN1C(=O)NC2(CCCCC2)C1=O)N1CCN(c2ncccn2)CC1
 : -3	-5	-5	3	3	3	-0.8	i	-1
- CCOc1ccc(-c2nnc(SCC(=O)N3CCOCC3)o2)cc1
 : -4	-1	-4	0	3	1	-1.6	i	0
- CC(=O)N1CCC(C(=O)NCCOc2cccc(C)c2)CC1
 : -13	0	-2	1	16	4	-1.6	i	6
- Cc1ccc(NS(=O)(=O)c2c(C)[nH]c(=O)[nH]c2=O)cc1C
 : 0	9	-6	5	6	-4	0.5	i	5

Profiles from above. Order of screens: MsrA act	CSN inh	FAS-TE inh	Rin1-Abl PPI inh	PABP1 MLLE inh	E coli Lon inh	MsrA inh	Rpn11 inh	MT1-MMP act inh
Cc1ccc(NS(=O)(=O)c2c(C)[nH]c(=O)[nH]c2=O)cc1C as listed: 0	9	-6	5	6	-4	0.5	i	5
Cc1ccc(S(=O)(=O)N2CCC(=O)N(C(COCc3ccc(Cl)cc3Cl)Cc3ccccc3)CC2)cc1 (stereo not given) as listed: -4	-1	32	2	3	-1	1.3	i	-6
CC1c2ccsc2CCN1S(=O)(=O)c1cccs1 (stereo not given) as listed: -2	1	6	2	-9	2	0.8	i	4
COc1ccc(S(=O)(=O)NCC2CCCO2)cc1NC(=O)c1ccccc1F (stereo not given) as listed: 1	2	-3	3	1	-13	0.5	i	2

Other results:
Results follow in this order: MsrA act	CSN inh	FAS-TE inh	Rin1-Abl PPI inh	PABP1 MLLE inh	E coli Lon inh	MsrA inh	Rpn11 inh	MT1-MMP act inh
- Nc1c(N(CCCO)C(=O)C2CCCC2)c(=O)[nH]c(=O)n1Cc1ccccc1
 : 0	-7	-6	2	-3	-2	-0.7	i	6
- Cc1cc(C)n(CCNC(=O)c2ccc3c(c2)OCO3)n1
 : -3	-1	-2	2	8	10	-0.8	i	1
- CN1N=C(N)c2cn(C3OC(COP(=O)(O)O)C(O)C3O)c3ncnc1c23 (stereo not given)
 : -6	-11	-6	1	51*	12	0.5	i	-19
- CCO[C@@H]1OC(C(=O)N2CCN(C)CC2)=C[C@H](c2csc3ccccc23)[C@H]1CCCO
 : -5	-4	-8	3	5	2	-0.1	i	1
- Cc1occc1C(=O)Nc1ccc(OCc2ccccc2)cc1
 : -8	-5	20	0	7	11	-0.6	i	-5
- CN=C(c1ccccc1)c1c(C)cccc1C
 : -2	-14	-8	-2	-4	-5	-0.8	i	3
- COC(=O)c1[nH]c2ccc(C)cc2c1NC(=O)CN1CCC(C)CC1
 : 1	1	-2	4	-24	-9	0.4	i	5
- O=C(O)COc1ccc(Nc2ccccc2)cc1
 : -3	0	-4	-2	12	-3	1.1	i	2

Screening results: PubChem, several laboratories

Not a hit list. Share with any hit: about 3.7%.
